# Source: PubChem BioAssay
# Lipid storage S3: qHTS Assay for Lipid Storage Modulators in Drosophila S3 Cells; Drosophila S3 cells, BODIPY lipid droplet fluorescence, 18-24 h; cells fed with added oleic acid; Potency in µM for hits, for the others lipid storage change, negative = inhibition, % at the top dose, mostly 46.1 µM; hit rate 0.64% among 320,000; active = well fitted inhibition curve with a large enough effect in the signal ratio, with a control signal flat, not every such curve was filed as active; inconclusive = small, poorly fitted or top-dose-only effect, or effect the other way, or a change in a side signal; the % refers to the signal ratio
#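 Drosophila S3 cells got compounds at several concentrations plus oleic acid (400 uM solution). Laser-scanning cytometry with 488 nm excitation read lipid droplets at 500-530 nm and cells at 575-640 nm. Percent activity was relative to 20 uM Triacsin C.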
# Lipid storage S3 cell count max: also measured in Lipid storage S3; calls as there; cell number change, %; measured here: cell count max response;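 cells counted by Cell Tracker Red CMTPX staining in the red channel; peak over a dose series mostly up to 46.1 µM; percent activity relative to internal control wells on each plate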
# Numbers without * were called inactive; i = inactive; ? = inconclusive; / = no result given; [ ] = remark or other dose. % is set by controls: 0 for no effect and ±100 for the full control effect; potency is the fitted concentration of half-maximal effect. These rows are one share of the data; count on the stated rates, not on these rows.
SMILES,Lipid storage S3,Lipid storage S3 cell count max
CCc1ccc(NC(=S)N2CCCC(C(F)(F)F)C2)cc1 (centres undefined),11.3%,-0.6
O=C(C[C@H]1C(=O)N(CCc2ccccc2)C[C@@H]1Cc1ccccc1)Nc1ccccc1,?,/
CCCOP(=O)(OCCC)c1nc(-c2ccccc2)oc1NCc1ccccc1,?,/
O=C(c1cc(COc2ccc(F)cc2Cl)on1)N1CCCC(c2ccccc2)C1 (centres undefined),?,/
CCn1c(SCC(=O)Nc2nc(C)c(C)s2)nnc1-c1ccco1,4.4%,-10.6
CC(=O)C1=C(O)C(=O)N(c2ccc(O)cc2)C1c1ccc([N+](=O)[O-])cc1 (centres undefined),8.5%,7.7
CCOC(=O)c1ccccc1NS(=O)(=O)c1ccccc1F,?,/
COc1cc(C(=O)Oc2cc(N)n(S(=O)(=O)c3ccccc3)n2)cc(OC)c1OC,?,/
COc1ccc(N(C(=O)c2ccncc2)S(=O)(=O)c2cccs2)cc1,?,/
CCOC(=O)c1cccc(N2C(=O)c3ccccc3S2(=O)=O)c1,?,/
Cn1c(N)c(C(=O)CSc2n[nH]c(-c3ccccc3)n2)c(=O)n(C)c1=O,?,/
COc1ccc(C(=O)NCCS(=O)(=O)NCc2ccc3c(c2)OCO3)cc1,i,3.3
N#Cc1ccccc1OCCN1C(=O)c2ccccc2C1=O,?,/
CCc1ccc(CNC(=O)C2CCCN(c3nc4ccccc4o3)C2)cc1 (centres undefined),?,/
O=C(Nc1ccc2nc3ccccc3nc2c1)c1ccccc1,-6.3%,-5.2
Cc1ccc(/C=N/NC(=O)c2nnn(-c3nonc3N)c2-c2ccccc2)o1,i,4.2
CC(C)(C)OC(=O)N1CCC[C@H]1C(=O)O,?,/
Cc1ccc(N=Nc2ccc(C)cc2NC(=O)Nc2ccccc2F)cc1,-11.3%,4.5
COCCCNC(=O)C(=O)NC1CCCCCC1,1.3%,/
O=C(CCN1C(=O)c2ccccc2C1=O)Nc1ccc(S(=O)(=O)NC2=NCCCCC2)cc1,?,/
CCOC(=O)C1=C(N)OC2=C(C(=O)CC(C)(C)C2)C1c1ccccc1OCC#N (centres undefined),i,8.6
N#Cc1c(-c2cccs2)cc(-c2ccccn2)nc1N,-1.4%,-18.4
Cc1ccccc1Nc1nc(N)nc(CSCC(=O)Nc2cccc(Br)c2)n1,?,/
CC(=O)c1cc2c(cc1NC(=O)c1cnc(C)cn1)OCO2,?,/
CCc1cc(=O)oc2cc(C)cc(O)c12,?,/
Cn1nc(C(F)(F)F)c(-c2ccc(Br)cc2)c1NC(=O)CSCC(=O)O,?,/
Nc1nnc(SCC(=O)Nc2cccc3ccccc23)s1,?,/
CC(=O)c1ccc(N2CCN(CC(O)COC(c3ccccc3)c3ccccc3)CC2)cc1 (centres undefined),i,-15.9
Cc1cc(NCCCn2ccnc2)n2nc(C)c(-c3ccccc3)c2n1,i,/
Cn1c(SCC(=O)O)nnc1-c1ccc(NC(=O)c2ccc(Cl)c(Cl)c2)cc1,-12.2%,3.9
NC(=O)C1CCN(C2CC(=O)N(c3ccc(F)c(Cl)c3)C2=O)CC1 (centres undefined),2.4%,11.6
CCn1cc(S(=O)(=O)Nc2ccccc2C(F)(F)F)cn1,?,/
Cc1cc2c(cc1S(=O)(=O)CCC(=O)N(C)Cc1ccccc1)OCC(=O)N2,i,-4.9
COc1ccc(NC(=O)NC(C)c2ccncc2)cc1OC (centres undefined),?,/
Cc1cc(C(=O)CCC(=O)N2CCN(c3ccccc3O)CC2)c(C)s1,10.1%,6.6
CN(Cc1ccccc1)C(=O)COC(=O)c1ccccc1Nc1ccccc1,-5.3%,-9.9
Cc1ccc(C2(c3noc(CN4CCOCC4)n3)CCCC2)cc1,7.9%,-0.2
CCOC(=O)C1=C(O)C(=O)N(c2ccc(S(N)(=O)=O)cc2)C1c1ccccc1 (centres undefined),?,/
CSC1=C(C#N)C(CC(C)C)C2=C(CCCC2=O)N1 (centres undefined),?,/
CCOC(=O)c1c(NC(=O)COC(=O)c2ccccc2NC)sc(C(=O)N(C)C)c1C,i,/
CCO[C@H]1OC(C(=O)NC2CC2)=C[C@@H](c2c[nH]c3ccccc23)[C@@H]1CCCO,9.3%,8.8
CC(=O)Nc1ccc(NC(=S)NC(=O)c2ccc([N+](=O)[O-])cc2)cc1,?,/
CC1CN(C(=O)CCN2C(=O)c3ccccc3C2=O)CC(C)O1 (centres undefined),3.2%,7.7
COc1ccc(CCNC(=O)CSc2ncnc3c2oc2ccccc23)cc1OC,?,/
COc1ccc(CC(=O)N2CCN(c3ccccc3F)CC2)cc1OC,?,/
Cc1ccc(NC(=O)C2CCN(C(=O)[C@@H]3Cc4ccccc4CN3)CC2)c(C)c1,i,/
Cc1ccc(S(=O)(=O)N/N=C\C=C\c2ccccc2)cc1,7.9%,/
CCN(CC)C(=O)C1CCCN(c2ccc([N+](=O)[O-])cc2/C=N/NC(=O)c2ccccc2)C1 (centres undefined),6.7%,-8.7
Cc1ccnc(NS(=O)(=O)c2ccccc2)c1,?,/
Cc1ccc([N+](=O)[O-])cc1S(=O)(=O)Nc1ccc(C(=O)N2CCN(C(=O)c3ccco3)CC2)cc1,?,/
Cc1cccc(C(=S)N2CCOCC2)n1,i,6.1
Cn1c(NNC(=O)c2ccccc2F)cc(=O)n(C)c1=O,-0.9%,6.0
COCCN1C(=O)c2ccccc2C(C(=O)NCCN(C)C)C1c1ccc(F)cc1 (centres undefined),?,/
CCOC(=O)c1[nH]ncc1CN1CCCC(C(=O)c2cc(Cl)ccc2OC)C1 (centres undefined),-2.0%,-5.2
CC(C)(C)N(NC(=O)OCc1ccccc1)C(=O)c1ccccc1Cl,?,/
N/C(=N\OC(=O)Cc1ccccc1)c1ccccn1,17.8%,4.1
CCc1cccc(C)c1NC(=O)CN(C)S(=O)(=O)c1ccc(-c2ccc(=O)[nH]n2)s1,i,/
CC1=NN(c2ccc(Br)cc2)C(=O)/C1=C/c1ccc(-c2ccccc2C(=O)O)o1,?,/
CCOc1cc(N2CCOCC2)c(OCC)cc1NC(=O)c1ccc(OC(C)C)cc1,?,/
N#C/C(=C\c1ccc(Cl)s1)C(=O)N1CCN(c2ccccc2)CC1,?,/
# (cont.)
SMILES,Lipid storage S3,Lipid storage S3 cell count max
C/C(N)=C(/C#N)C(=O)COC(=O)C(c1ccccc1)c1ccccc1,?,/
COc1ccc(N2CC(C(=O)Nc3c4c(nn3-c3ccc(OC)cc3)CS(=O)(=O)C4)CC2=O)cc1 (centres undefined),10.7%,-0.5
O=C(Nc1nnc(-c2ccccc2)s1)c1cccc(S(=O)(=O)N2CCOCC2)c1,0.2%,-9.5
O=C(Nc1ccc(F)cc1)c1cc(-c2ccccn2)nc2c(Cl)cccc12,?,/
O=C1CCCN1CCCNc1nc2c(S(=O)(=O)c3ccc(Br)cc3)nnn2c2ccccc12,?,/
COC(=O)c1ccc(CSc2nc3ccccc3s2)o1,i,/
COC(=O)c1ccc(NC(=O)COc2ccccc2OC)cc1,18.2%,/
O=C(O)c1ccc(N2C(=O)c3[nH]nc(-c4ccccc4)c3C2c2ccccc2)cc1 (centres undefined),-4.4%,-8.8
O=C(/C=C/c1cn(-c2ccccc2)nc1-c1cccnc1)NCCN1CCOCC1,22.2%,13.1
COc1ccc(NS(=O)(=O)c2ccc(OCC(=O)N3CCOCC3)cc2)cc1,?,/
Fc1cccc(Cn2cc(C(=S)N3CCCCC3)c3ccccc32)c1,?,/
Cc1nc(S(=O)(=O)c2ccc(Cl)cc2)c(NCc2ccccc2)o1,?,/
Cn1c(NCc2ccccc2)nc2c1c(=O)n(Cc1ccccc1)c(=O)n2C,?,/
CCN1CCN(c2ccc(S(=O)(=O)N3CCCCC3)cc2NC(=O)CC(C)c2ccccc2)CC1 (centres undefined),?,/
COc1ccc(Cc2nnc(-c3ccc(F)cc3)o2)cc1OC,?,/
O=C(Nc1cccc(C(F)(F)F)c1)NC1CCN(S(=O)(=O)c2ccc(F)cc2)CC1,?,/
Cn1c(=O)c2c(SCC(=O)N3CCCc4ccccc43)nc(CC(C)(C)C)nc2n(C)c1=O,7.7%,12.3
CCCOC(=O)c1ccc(NC(=O)Cc2cccs2)cc1,?,/
Oc1ccc(Cl)cc1C(C#Cc1ccccc1)N1CCOCC1 (centres undefined),?,/
Cc1ccc(O)c(C(=O)c2cnn(C(=O)Cc3csc(C)n3)c2)c1,?,/
Cn1c(=O)n(Cc2ccc(Br)cc2)c2ccccc21,6.7%,11.5
COc1cc(OC)c(C(=O)N/N=C/c2ccoc2)cc1OC,?,/
COc1cc(OC)c(OC)cc1/C=C1/C(=O)N=C(N)N1C,-6.3%,21.3
Cc1ccc(C)c(NC(=O)CSc2nnc(-c3ccncc3)n2N)c1,?,/
CN(CC(=O)NCc1ccc2c(c1)OCO2)CC(=O)Nc1ccc(F)c(F)c1F,11.4%,-10.2
CCCOc1ccc(OCCn2nc(C(=O)O)c3ccccc3c2=O)cc1,?,/
Cc1cc(S(=O)(=O)N2CCCOC2CNC(=O)C(=O)NCCc2ccco2)ccc1F (centres undefined),i,14.2
COC(=O)CCCC(=O)N1CCOCCN(C(=O)CCCC(=O)OC)CCOCC1,?,/
CCN1CCN(c2ccc(S(=O)(=O)N3CCCCC3)cc2NC(=O)c2ccccc2)CC1,-22.9%[0.0737 µM],/
COc1ccc(-c2nc(CS(=O)CC(=O)N3CCN(C)CC3)c(C)o2)cc1 (centres undefined),?,/
COc1ccc(C(=O)C2CCCN(Cc3ccc(Sc4nncn4C)o3)C2)cc1F (centres undefined),?,/
S=c1[nH]c(-c2ccc(Cl)cc2)cs1,?,/
O=C(NC(=O)c1ccc(Cl)cc1)Nc1ccc(-c2cnco2)cc1,?,/
O=C1C(=O)N(CCCN2CCOCC2)C(c2ccc(F)cc2)/C1=C(/O)c1ccccc1 (centres undefined),?,/
O=C(NCc1cccnc1)NC(=O)c1ccc(Cl)cc1,?,/
O=C(COC(=O)c1cccc(S(=O)(=O)N2CCOCC2)c1)Nc1ncc(C(F)(F)F)cc1Cl,23.1µM*,-11.5*
CC1=C(c2ccccc2)[N+](=O)C2(CCCCC2)N1[O-],-8.6%,-6.1
C=CCn1c(SCC(=O)NCCO)nc2sc(C)c(C)c2c1=O,-1.4%,5.6
O=C(c1ccc2c(c1)OCO2)n1nnc2ccccc21,12.0%,11.8
O=C(NCCCCCNC(=O)c1cccnc1)c1cccnc1,i,16.4

# Five entries already listed, ordered by SMILES length, descending:
SMILES,Lipid storage S3,Lipid storage S3 cell count max
Cn1c(=O)c2c(SCC(=O)N3CCCc4ccccc43)nc(CC(C)(C)C)nc2n(C)c1=O,7.7%,12.3
CC1=NN(c2ccc(Br)cc2)C(=O)/C1=C/c1ccc(-c2ccccc2C(=O)O)o1,?,/
N#Cc1ccccc1OCCN1C(=O)c2ccccc2C1=O,?,/
S=c1[nH]c(-c2ccc(Cl)cc2)cs1,?,/
CCc1cc(=O)oc2cc(C)cc(O)c12,?,/

# Ordered by value in Lipid storage S3 (rising): some entries from above
SMILES,Lipid storage S3,Lipid storage S3 cell count max
CC1=C(c2ccccc2)[N+](=O)C2(CCCCC2)N1[O-],-8.6%,-6.1
COc1cc(OC)c(OC)cc1/C=C1/C(=O)N=C(N)N1C,-6.3%,21.3
C=CCn1c(SCC(=O)NCCO)nc2sc(C)c(C)c2c1=O,-1.4%,5.6
CN(CC(=O)NCc1ccc2c(c1)OCO2)CC(=O)Nc1ccc(F)c(F)c1F,11.4%,-10.2

# More records follow.
SMILES,Lipid storage S3,Lipid storage S3 cell count max
Cc1oc(-c2ccccc2)nc1C(=O)OCC(=O)NCc1ccccc1,?,/
COc1cccc(-n2nnc3c(=O)n(CC(=O)N4CCCc5ccccc54)cnc32)c1,?,/
COCCN(CCOC)C(=O)c1cc2sc3ccccc3c2s1,23.1%,13.2
C/C(=C\c1ccccc1)CN1CCN(c2cccc(Cl)c2)CC1,8.6%,7.4
O=C(O)c1ccc(CSc2nnc(COc3ccc(Cl)cc3Cl)o2)cc1,8.3%,-1.8
O=c1oc2ccccc2cc1-c1csc(Nc2ccc(O)cc2)n1,?,/
CC(C)NC(=O)Cn1cnc2c(cnn2-c2ccc(F)cc2)c1=O,?,/
COc1ccc(S(=O)(=O)NCc2ccccn2)cc1NC(=O)c1ccc(C)cc1,i[0.0737 µM],/
Cc1nc(-c2cc(-c3nc(-c4cc(C(F)(F)F)cc(C(F)(F)F)c4)no3)no2)cs1,6.7%,-3.4
NC(=O)c1ncc(C(F)(F)F)cc1Cl,?,/
O=P(O)(COc1ccccc1)COc1ccccc1,-3.3%,16.0
COCCCNC(=O)/C(C#N)=C/c1c(N2CCN(c3cccc(Cl)c3)CC2)nc2c(C)cccn2c1=O,?,/
COc1ccccc1N(CC(O)COc1ccccc1C)S(=O)(=O)c1ccccc1 (centres undefined),19.6%,15.7
COc1ccc(-n2c(C)cc(C(=O)CN3C(=O)NC4(CCCc5sccc54)C3=O)c2C)cc1 (centres undefined),?,/
CCN(CC)C(=O)CCCOc1ccc(Cl)cc1Cl,-0.7%,2.6
Cc1ccc(S(=O)(=O)N(CC(=O)N2CCCCCC2)c2ccccc2)cc1,?,/
O=C(CN1C(=O)NC2(CCCC2)C1=O)NNC(=O)c1ccccc1F,5.6%,-9.8
CC(C)(Oc1ccc(Cl)cc1)C(=O)NCCN1C(=O)S/C(=C/c2cccnc2)C1=O,1.1%,27.2

# Full records, looked up by structure. Values in the order: Lipid storage S3, Lipid storage S3 cell count max
# CC(C)NC(=O)Cn1cnc2c(cnn2-c2ccc(F)cc2)c1=O in the list: ?, /
# O=C(CN1C(=O)NC2(CCCC2)C1=O)NNC(=O)c1ccccc1F in the list: 5.6%, -9.8
